POLK inh – blocks human DNA polymerase kappa activity. 400,000 compounds, 0.53% hits. AID 588579. Potency, µM (titrated, usually from 107 µM), inactives show top-dose activity, negative = inhibition, usual class: inhibitors. purified Pol kappa, fluorescent DNA synthesis assay, 10 min. Q9UBT6; note: % is set by controls: 0 for no effect and ±100 for the full control effect
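10 nM Pol kappa was preincubated with compounds for 15 min at room temperature. Reaction started with 50 nM (final) substrate. Fluorescence read kinetically at 0 and 10 min.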
Pol beta inh – blocks human DNA polymerase beta activity; Potency, µM (top dose mostly 114 µM), for inactives: top-dose activity change, negative = inhibition, hits mostly inhibitors; P06746; AID 485314; 340,000 compounds, 1.3% hits; Pol beta primer extension/strand displacement, fluorescence kinetic; note: % is set by controls: 0 for no effect and ±100 for the full control effect
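Reaction started by 50 nM substrate onto compound-treated Pol beta (10 nM, 15 min preincubation, room temperature); plates read at 0 min and 10 min. Normalized concentration-effect data fitted by four-parameter Hill equation.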
BAZ2B block – BAZ2B (human) inhibition; Q9UIF8; AlphaScreen BAZ2B-H3K14Ac peptide displacement; Potency, µM (top dose mostly 114 µM), for the others: top-dose activity change, negative = inhibition, most hits filed as inhibitors; 360,000 compounds, 4.4% hits; AID 504333; note: % is set by controls: 0 for no effect and ±100 for the full control effect; nearly all actives have a fitted effect of over 60% in size
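Complex of BAZ2B and biotin-H3K14Ac (50 nM apiece) forms over 30 min at RT, then faces library compounds up to 110 uM for another 30 min; AlphaScreen beads added, 20 min dark incubation, luminescence read.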
BLM inh – blocks DNA unwinding by human BLM helicase | P54132 | recombinant BLM DNA unwinding, fluorescence dequenching | Potency, µM (highest dose often 56.1 µM), without a hit: at the top dose activity change, negative = inhibition, actives largely listed as inhibitors | 350,000 compounds, 0.2% hits;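 note: plate controls were vehicle for no effect and no enzyme for full effect; nearly all actives have a fitted effect of over 35% in size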
POLI inh – inhibitors of human DNA polymerase iota; Q9UNA4; Pol iota fluorescent replication assay, 10 min; Potency, µM (series often up to 115 µM), inactives show at the highest dose activity, negative = inhibition, actives largely listed as inhibitors; 390,000 compounds, 1% hits; AID 588590
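Fluorescent replication assay read twice, at 0 min and 10 min after adding 50 nM (final) substrate. Enzyme (10 nM) and compounds were first incubated 15 min at room temperature; enzyme-free buffer wells were negative controls.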
POLH inh – blocks human DNA polymerase eta activity. Q9Y253. recombinant Pol eta, fluorescent DNA replication assay. Potency, µM (series often up to 114 µM), for the others: top-dose activity change, negative = inhibition, hits mostly inhibitors. 390,000 compounds, 1.2% hits; note: % is set by controls: 0 for no effect and ±100 for the full control effect
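Fluorescent replication assay: 50 nM final substrate added after a 15 min room-temperature compound preincubation with 10 nM enzyme. Signal taken at 0 min and again at 10 min.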
Apoferritin bind – binds horse apoferritin like a general anesthetic. P02791. apoferritin/1-aminoanthracene competitive binding, fluorescence. Potency, µM (titrated, usually from 77.5 µM), for the others: at the highest dose activity change, negative = displacement, actives largely listed as inhibitors. 350,000 compounds, 0.074% hits. AID 485281; note: % is set by controls: 0 for no effect and ±100 for the full control effect; nearly all actives have a fitted effect of over 20% in size
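In PBS, apoferritin at 10 uM is loaded with 1-AMA from a 50% saturated solution. After 10 min of compound exposure at ambient temperature, reduced 535 nm fluorescence indicates probe displacement.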
G9a inh – inhibitors of human histone lysine methyltransferase G9a; Q96KQ7; G9a H3K9 monomethylation, AlphaScreen, 2 h; Potency, µM (series often up to 102 µM), for the others: at the highest dose activity, negative = inhibition, usual class: inhibitors; 350,000 compounds, 8.8% hits; note: % is set by controls: 0 for no effect and ±100 for the full control effect; nearly all actives have a fitted effect of over 75% in size
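G9a (20 nM) preincubated 15 min RT with compounds, then 500 nM biotinylated H3K9 peptide and 20 uM SAM added; 2 h RT reaction. Monomethyl-H3K9 product detected by AlphaScreen with anti-H3K9me1 antibody, streptavidin donor and anti-rabbit IgG acceptor beads.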
APE1 inh – inhibitors of human APE1 endonuclease; 350,000 compounds, 0.35% hits; AID 2517; P27695; Potency, µM (titrated, usually from 65.8 µM), for inactives: at the top dose activity change, negative = inhibition, usual class: inhibitors; recombinant APE1, TAMRA/BHQ-2 abasic DNA cleavage fluorescence;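 note: plate controls were vehicle for no effect and reference inhibitor for full effect; nearly all actives have a fitted effect of over 55% in size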
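Incision of a quenched TAMRA/BHQ-2 THF abasic-site duplex (50 nM) by 0.75 nM APE1, after 15 min compound preincubation, measured as fluorescence increase over three 60 s reads. Values normalized to buffer, DMSO and NSC13755 control wells.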
* hit, by the source's call; u = inconclusive; x = not tested or not shown; & = joins results of further samples; [ ] = another dose, or the depositor's remark. Calls come from the whole dose curve; as a rule, active = well fitted curve in the direction sought with a large enough effect; inconclusive = small, poorly fitted or top-dose-only effect, or another doubt; inactive = no such curve, though single readings can be large; an effect the other way counts as inactive or inconclusive. Potency is the fitted concentration of half-maximal effect. These rows are one share of the data; count on the stated rates, not on these rows.

Screens in order – Pol beta inh	BLM inh	POLK inh	APE1 inh	POLI inh	Apoferritin bind	POLH inh	BAZ2B block	G9a inh
- CCOC(=O)C1=C(C)N(CCCCCC(=O)O)C(=O)NC1c1cccc([N+](=O)[O-])c1 (configuration not stated)
 : 13%	-4%	-18%	17%	13%	-8%	-10%	2%	-21%
- COc1ccc(NC(=O)CCN2CCN(S(=O)(=O)c3ccc(OC)cc3)CC2)cc1
 : 24%	-1%	0%	0%	43%[activator]	-7%	-6%	11%	-11%
- Cc1cccc(C(C)C)c1NC(=O)CN1C(=O)NC(Cc2ccccc2)C1=O (configuration not stated)
 : x	x	0%	50%[activator]	12%	x	-21%	-4%	7%
- CC1(C)CC(=O)C(C(O)c2ccc([N+](=O)[O-])cc2)C(C)(C)N1 (configuration not stated)
 : 33%	1%	0%	11%	119%[activator]	-3%	-19%	-21%	-12%
- Cc1ccc(OCC(=O)OC(C)CN2CCCCC2)cc1 (configuration not stated)
 : 17%	-4%	2%	23%	8%	-2%	-16%	2%	7%
- CC(=O)C1C(c2ccc(F)cc2)C2C(C)=NN=C2CC1(C)O (configuration not stated)
 : -17%	2%	-4%	1%	30%[activator]	-4%	-22%	-5%	-14%[59 µM]
- C=CCC(C#N)(c1ccc(OC)c(OC)c1)c1cnccn1 (configuration not stated)
 : x	x	-16%	5%	30%	x	-15%	-3%	-8%[2.33 µM]
- Nc1ccc2c(c1)OC1(CCCC1)O2
 : -22%	-1%	-12%	-3%	94%[activator]	u	14%	40µM*	35µM*
- Cc1nnc(SCC(=O)NC(C)(C)C)n1CCc1ccccc1
 : -7%	-4%	-27%	-1%	u	-10%	-10%	2%	7%[59 µM]
- N#Cc1cccnc1N1CCN(C(=O)c2ccco2)CC1
 : 2%	-5%	1%	1%	9%	1%	-1%	2%	-33%
- CN(CC1CCOCC1)C(=O)CC1C(=O)NCCN1Cc1ccc(Cl)c(F)c1 (configuration not stated)
 : -1%	-1%	-16%	5%	-1%	-5%	-5%	-2%	50µM*
- O=C(CCC(=O)c1ccc(Cl)cc1)NCc1ccccc1
 : -29%	1%	4%	76%[activator]	1%	-10%	-12%	-17%	7%[59 µM]
- COc1ccc(NC(=O)CN2C(=O)COc3ccccc32)cc1OC
 : 41%	3%	-10%	5%	75%[activator]	-2%	-9%	2%	18%[0.501 µM]
- COc1ccc(-c2nc(C)c(CCNC(=O)Cc3ccc(F)cc3)s2)cc1OC
 : -17%	1%	1%[60.1 µM]	x	-18%	-13%	-11%	1%	9%[59 µM]
- CCN(CC)c1ccc(NC(=S)NC(=O)Cc2ccccc2)cc1
 : u	-18%	-11%	0%	8%	u	-15%	11µM*	7.9µM*
- CNC(=O)C1CC(=O)N(c2ccc(OCC(=O)N3CCCC3)cc2)C1 (configuration not stated)
 : 42%	-3%	-13%	-4%	21%	31%[activator]	9%	7%	47%[activator]
- CCOc1ncccc1C(=O)Nc1cccc(-n2cnnn2)c1C
 : x	x	-23%	32%	-9%	x	-9%	x	x
- O=C(CC1CCCCC1)NCCOc1ccccc1
 : -2%	-2%	-13%	4%	196%[activator]	-24%	-14%	-2%	9%[59 µM]
- CCCCN(C)C(=O)c1ccc2c(c1)N(Cc1cccc(F)c1)C(=O)c1ccccc1S2
 : u	-9%	-7%[60.1 µM]	x	u	-17%	-18%	-2%	-8%[59 µM]
- O=C(O)c1ccc(CSc2nnc(COc3ccccc3)o2)cc1
 : -2%	-4%	-4%	u	79%[activator]	-3%	-4%	7%	45µM*
- COc1ccc(-n2c(SCC(=O)Nc3ccccc3C)nc(O)c(Cc3ccccc3)c2=O)cc1
 : 36%	-3%	-1%	-1%	16%	-9%	-24%	-38%	6%[0.501 µM]
- COc1cc(OC)c2ccc(=O)oc2c1C(CC(=O)N1CCOCC1)c1ccc2c(c1)OCO2 (configuration not stated)
 : -1%	6%&1%	-2%&3%	8%&5%	-15%&16%	-4%&-8%	-19%	-7%	11%[59 µM]
- O=S(=O)(Cc1ccccc1Cl)NCCc1ccccc1
 : -1%	-4%	3%	18%	32%[activator]	u	-10%	2%	3%
- Cc1ccc(/C=C2\SC(=O)N(CCC(=O)N3CCN(C)CC3)C2=O)cc1
 : 38%	-9%	-2%	-26%	36%[activator]	-7%	2%	4%	12%
- COCCCN(Cc1ccccn1)S(=O)(=O)Cc1ccccc1
 : 0%	1%	-7%	11%	-18%	4%	-9%	-3%	-11%[59 µM]
- CC(=O)Nc1cc(C(=O)OCC(=O)c2ccc(Cl)cc2Cl)ccc1C
 : 19%	-4%	-6%	-4%	21%	-21%	-16%	3%[57.1 µM]	17%
- O=C(NCCc1ccccc1)C(=O)c1c(-c2ccccc2)[nH]c2ccccc12
 : u	-16%	-2%	1%	3%	-6%	-16%	u	-42%
- Cc1ccnc(NS(=O)(=O)c2ccc(N3C(=O)c4c(Cl)c(Cl)c(Cl)c(Cl)c4C3=O)cc2)n1
 : 1%	-4%	-12%	3%	92%[activator]	-2%	79µM*	u	u
- O=C(NC(=S)N1CCOCC1)c1cc2ccccc2o1
 : -1%	-2%	1%	4%	59%[activator]	-9%	-12%	-26%	u
- c1ccc(-n2ncc3c(NCc4cccnc4)ncnc32)cc1
 : -6%	0%	1%	-3%	21%	0%	-3%	5%	10%[12.7 µM]

Reformatted as labelled records: entries from further up
compound: COc1ccc(-c2nc(C)c(CCNC(=O)Cc3ccc(F)cc3)s2)cc1OC
  Pol beta inh = -17%	BLM inh = 1%	POLK inh = 1%[60.1 µM]	APE1 inh = x	POLI inh = -18%	Apoferritin bind = -13%	POLH inh = -11%	BAZ2B block = 1%	G9a inh = 9%[59 µM]
compound: CCN(CC)c1ccc(NC(=S)NC(=O)Cc2ccccc2)cc1
  Pol beta inh = u	BLM inh = -18%	POLK inh = -11%	APE1 inh = 0%	POLI inh = 8%	Apoferritin bind = u	POLH inh = -15%	BAZ2B block = 11µM*	G9a inh = 7.9µM*

Carrying on.
Screens in order – Pol beta inh	BLM inh	POLK inh	APE1 inh	POLI inh	Apoferritin bind	POLH inh	BAZ2B block	G9a inh
- COc1ccc(-c2nn3c(-c4ccccc4)nnc3s2)cc1
 : -12%	0%	8%	7%	10%	21%	u	u	u
- COc1ccc(C2/C=C\CN(C(=O)C3CCCC3)C(C)C(=O)N2Cc2ccc(F)cc2)cc1 (configuration not stated)
 : x	-7%	9%	-7%	11%	-9%	x	x	x
- Nc1c(C(=O)O)sc2nc3c(cc12)CCCC3
 : -11%	-7%	-6%	1%	44%[activator]	-14%	-4%	-25%	22µM*
- Cc1ccc(C(C)C)c(OCC(=O)OCc2c(C)noc2C)c1
 : -20%	-2%	-2%	-1%	-15%	-24%	u	41%[activator]	12%[59 µM]
- CN(C)/C=C(\C(=O)c1cccc(Cl)c1)c1nnnn1-c1ccccc1
 : 4%	-5%	0%	-3%	39%[activator]	-3%	2%	-3%	0%
- CCOC(=O)c1ccccc1NC(=O)CSc1cn(CC(=O)N2CCCCCC2)c2ccccc12
 : 4%	-5%	-24%	x	-4%	48%[activator]	-22%	-20%	-18%[59 µM]
- O=C(CSc1nnc(-c2ccc(F)cc2)o1)NC1CCCCC1
 : -9%	-4%	1%	-2%	35%	-12%	1%	-11%	-3%
- O=C(CN1C(=O)COc2ccc(S(=O)(=O)N3CCCC3)cc21)NC1CCCCCCC1
 : 3%	4%	x	19%	x	-4%	x	6%	15%[59 µM]
- COc1ccccc1Cn1c(=S)[nH]c2cc(C(=O)N3CCN(c4ccccc4OC)CC3)ccc2c1=O
 : 0%	-3%	-3%	1%	-15%	-6%	-2%	-1%	x
- COc1ccc(NS(=O)(=O)c2cccc(NC(=O)COc3ccccc3[N+](=O)[O-])c2)cc1
 : x	x	-4%	5%	73%[activator]	x	-13%	x	x
- O=C(O)c1cccc(NS(=O)(=O)c2cccc3nsnc23)c1
 : 35%	-1%	-4%	3%	-13%	-14%	-11%	-5%	16%[59 µM]
- CCC(=O)Nc1cc(C(=O)NCc2ccc(C)cc2)ccc1S(=O)(=O)c1ccc(C)cc1
 : -24%	-6%	-14%[60.1 µM]	x	-12%	u	-7%	2%	-24%[59 µM]
- CC(=O)[C@H]1CC[C@H]2[C@@H]3C=CC4=CC(=O)CC[C@@]4(C)[C@@H]3CC[C@]12C
 : x	x	-6%	-11%	13%	x	-12%	7%	-10%[59 µM]
- COc1cc2c(cc1N/C=C(\C#N)c1nc(-c3ccccc3)cs1)oc1ccccc12
 : 5%	0%	5%	-5%	124%[activator]	1%	-24%	-2%	30%[59 µM]
- COc1ccccc1NCCC(=O)OCC(=O)Nc1cc([N+](=O)[O-])ccc1F
 : x	x	-22%	0%	10%	x	-3%	x	x
- Nc1c(C(=O)NC2CCCC2)sc2nc(-c3cccs3)ccc12
 : 0%	-19%	-11%	14%	9%	-12%	-4%	4%	-48%[2.33 µM]
- Fc1ccc(CNc2ccc(N3CCN(Cc4ccccc4)CC3)cc2)cc1
 : -5%	-13%	-14%	32%	-8%	u	-13%	10µM*	13µM*
- Clc1cccc(Nc2ncnc3ccc(Br)cc23)c1
 : 7%	-3%	-19%	-4%	100µM*	-12%	-16%	14%	24%[12.7 µM]
- COc1ccc(-c2cn(-c3ccc(C)c(Cl)c3)c(=S)[nH]2)cc1OC
 : 6%	-6%	-1%	20%	-18%	6%	-4%	-10%	50µM*
- CCN(CC)C(=O)c1ccc2c(c1)nnn2C
 : 6%	-1%	9%	-1%	18%	-2%	-13%	2%	0%[59 µM]
- Cc1c(CN2CCN(c3cccc(C(F)(F)F)c3)CC2)c(=O)n(-c2ccccc2)n1C
 : 0%	-3%	-7%	-4%	-1%	-15%	4%	-4%	-50%[59 µM]
- Cc1ccc(Cl)c2c1NC(=O)C2=O
 : x	x	-9%	8%	-3%	x	8%	x	x
- O=C(COc1ccccc1F)N1CCc2ccccc2C1
 : -25%	-2%	5%	3%	48%[activator]	-11%	-19%	-15%	-26%
- O=C(CNc1ccccc1)N/N=C/c1c(O)ccc2ccccc12
 : 48%	-8%	-13%[60.1 µM]	-4%	39%[activator]	-21%	-26%	-1%	-13%
- COc1cc(Br)c(-c2sc(Nc3ccccc3)n[n+]2-c2ccccc2)cc1OC
 : 41%	-1%	3%	1%	10%	-14%	-19%	u	28µM*
- CCN(C(=O)CSc1ncccn1)c1c(N)n(Cc2ccccc2)c(=O)[nH]c1=O
 : x	x	-12%	11%	14%	x	-4%	-6%	50µM*

Bioassay records as filed in PubChem.
